Source: PubChem BioAssay (several laboratories)
NOD1 NF-kB reporter: NOD1 signaling inhibitors, primary screen, cell-based, luminescence, uHTS (AID 1578); hit rate 1% among 290,000; NOD1-driven NF-kB luciferase reporter cells, luminescence; higher % means a stronger effect; one-dose inhibition, % at 4 µM; EC50 in µM for titrated hits; in the data active means inhibition mostly above about 36%, no sharp cut-off; inactive means mostly below about 34%;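 further: HEK-293T reporter cells stimulated with the NOD1 agonist gamma-tri-DAP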
Myeloid diff MLP: induction of myeloid progenitor differentiation, primary screen, cell-based, flow cytometry, MLPCN library. hit rate 1% among 360,000. ER-HoxA9 myeloid progenitors, lysozyme-GFP differentiation. calls only at 10 µM;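 active means normalized GFP-positive differentiation at or above the plate's own cutoff, the solvent-only control mean plus 3 SD; inconclusive means no clear call, values can overlap the other calls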;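 further: cells exposed to compound for four days before flow analysis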
HIV peptide binding: inhibitors of HIV fusion peptide binding, primary screen, biochemical, uHTS, fluorescence dequenching (AID 1986); cell-free peptide binding, fluorescence dequenching, 30 min; higher % means a stronger effect; inhibition, % at 20 µM, or IC50 in µM where a hit was titrated; hit rate 0.3% among 290,000; in the data active means inhibition mostly above about 52%, no sharp cut-off; inactive means mostly below about 76%; further: some results filed as inactive read as strong as hits
GPR55 beta-arrestin: GPR55 agonists via beta-arrestin recruitment, primary screen, imaging, U2OS cells, beta-arrestin-GFP redistribution (AID 1961). G-protein coupled receptor 55 (Homo sapiens). U2OS GPR55 beta-arrestin-GFP redistribution imaging; higher % means a stronger effect. activation, % at 10 µM, or EC50 in µM where a hit was titrated. hit rate 0.048% among 290,000;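 active means activation above 40% with more than 50 cells counted in the well; inconclusive means wells holding fewer than 50 cells, flagged as toxic or sparse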;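 further: U2OS osteosarcoma cells stably expressing GPR55 and beta-arrestin-GFP; plate controls were DMSO negative control for no effect and LPI positive control for full effect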
GPR35 antagonists: GPR35 antagonists blocking zaprinast-driven arrestin recruitment, primary screen, imaging, U2OS, beta-arrestin-GFP, zaprinast agonist (AID 2058); inhibition, % at 10 µM; hits with a dose series show IC50 in µM; hit rate 0.052% among 290,000; G-protein coupled receptor 35 (Homo sapiens); U2OS GPR35 beta-arrestin-GFP translocation imaging, zaprinast antagonism; higher % means a stronger effect;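 active means inhibition of at least 50% with at least 30 cells and total cytoplasm GFP at most 10,000,000; inconclusive means under 30 cells or total GFP of 10,000,000 plus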
HEK293 NOD2/NF-kB: NOD2 signaling inhibitors, cell-based, luminescence, uHTS, HEK293 (AID 1566) | HEK293 NOD2/NF-kB luciferase reporter, luminescence; higher % means a stronger effect | inhibition, % at 4 µM, or EC50 in µM where a hit was titrated | hit rate 0.63% among 290,000; further: many of its hits are not listed in these tables
KOR beta-arrestin-1: KOR antagonists, beta-arrestin recruitment, cell-based, luminescence, uHTS (AID 1778); Kappa-type opioid receptor (Homo sapiens); KOR beta-arrestin recruitment, luminescence, antagonist mode; higher % means a stronger effect; inhibition, % at 10 µM, or IC50 in µM where a hit was titrated; hit rate 0.091% among 290,000; further: strong numbers were not always called active
GPR55 antagonists: GPR55 antagonists blocking LPI-driven arrestin recruitment, primary screen, imaging, U2OS, beta-arrestin-GFP, LPI agonist (AID 2013) | inhibition, % at 10 µM; hits with a dose series show IC50 in µM | U2OS GPR55 beta-arrestin-GFP translocation imaging, LPI antagonism; higher % means a stronger effect | G-protein coupled receptor 55 (Homo sapiens) | hit rate 0.13% among 290,000;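 active means spots per cell inhibited over 60%, with over 100 cells counted and total cytoplasm intensity under 500,000; inconclusive means wells with under 100 cells, flagged as likely toxic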;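 further: U2OS cells stably carrying GPR55 and arrestin-GFP stimulated by 5 µM LPI near EC80; imaged beta-arrestin-GFP aggregate spots per cell after agonist stimulation; plate controls were LPI-stimulated DMSO wells for no effect and DMSO wells without LPI for full effect; some results filed as inactive read as strong as hits; confirmed hits need IC50 under 10 µM and bright autofluorescent wells are also inconclusive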
KOR beta-arrestin-2: KOR agonists, beta-arrestin recruitment, primary screen, cell-based, luminescence, uHTS (AID 1777). one-dose activation, % at 10 µM; EC50 in µM for titrated hits. Kappa-type opioid receptor (Homo sapiens). KOR beta-arrestin recruitment, luminescence; higher % means a stronger effect. hit rate 0.02% among 280,000; in the data active means activation above about 50%, passing the limit was not always enough; further: a part of the inactive calls stands beside numbers as strong as those of hits
Myeloid diff MLP GFP+ MAC1+ %: second read-out of Myeloid diff MLP, no call of its own (marks repeat the call); GFP+ MAC1+ double positive, %; measured here: differentiation confirmed by MAC1 staining
An asterisk follows results filed as active; i = inactive; ? = inconclusive; / = no result given; + = active, no number; [ ] = remark or other dose. Unless noted, no stated cut-off is given here; in the data, active means inhibition above about 50%; inactive means the rest.

SMILES	NOD1 NF-kB reporter	Myeloid diff MLP	Myeloid diff MLP GFP+ MAC1+ %	HIV peptide binding	GPR55 beta-arrestin	GPR35 antagonists	HEK293 NOD2/NF-kB	KOR beta-arrestin-1	GPR55 antagonists	KOR beta-arrestin-2
Cc1ccc2cc(C(c3nnnn3Cc3ccccc3)N3CCN(c4ccccc4)CC3)c(=O)[nH]c2c1 (stereo unspecified)	-12%	i	2.6	3.2%	-0.2%	-15%	6%	-8%	-3%	-6.7%
Cc1ccnc(NS(=O)(=O)c2cc(C(F)(F)F)ccc2Cl)c1	15%	/	/	0.6%	0.6%	9%	-17%	-23%	-22%	3.6%
Cc1cc(C)nc(NCCCc2ccccc2)n1	-24%	i	2.9	-1.2%	-0.1%	-15%	0%	14%	-1%	-2.7%
CN1CCN(c2ccccc2NC(=O)c2ccc3c(c2)OCCO3)CC1	-39%	i	0.8	-0.1%	0.1%	1%	-7%	-1%	2%	-4.8%
CCOC(=O)c1c(C)[nH]c(O)c1C=Nc1ccccc1	21%	i	1.8	4.9%	0.3%	-5%	11%	-1%	22%	-3.5%
O=C(C1CC(=O)N(c2ccc(F)cc2)C1)N1CCOCC1 (stereo unspecified)	-21%	i	0.5	1.9%	-0.2%	-14%	10%	-14%	-2%	-5.1%
Cc1ccc(NS(=O)(=O)c2cccc(C(=O)N3CCOCC3)c2)cc1	-6%	i	0.4	-0.5%	0.0%	5%	10%	-14%	12%	-1.6%
CSc1nnc(C)c(/C=C/NOCc2cccc(F)c2)n1	-16%	i	0.1	-2.1%	-0.3%	-4%	-16%	10%	5%	16%
Cc1cc2c(n1-c1ccc(C(N)=O)cc1)CC(C)(C)CC2=O	-21%	i	1.4	-1.2%	1.2%	3%	2%	-47%	0%	4.7%
O=C(Nc1nnc(SCC(=O)N2CCOCC2)s1)C1CC(=O)N(c2ccccc2)C1 (stereo unspecified)	-46%	i	0.9	-0.7%	-0.2%	-3%	-4%	-13%	-6%	-0.6%
O=C(O)c1ccccc1Nc1ccc(OC(F)F)cc1	-61%	i	0.4	4.1%	-0.5%	4%	-89%	-24%	-7%	-2.1%
COCCn1c(SCC(=O)Nc2ccccc2C(F)(F)F)nc2ccccc2c1=O	-12%	i	0.8	-1.0%	-0.2%	-8%	-8%	2%[20 µM]	-23%	-0.7%
CC(Sc1nncs1)C(=O)NCC(=O)Nc1ccc(F)c(F)c1F (stereo unspecified)	-30%	i	0.3	0.7%	-0.4%	5%	8%	-10%	12%	-9.6%
CS(=O)(=O)N(CC(=O)Nc1ccc(S(=O)(=O)N2CCOCC2)cc1)c1ccccc1Cl	-22%	i	0.1	0.6%	-0.1%	-10%	-3%	26%[20 µM]	-2%	-3.0%
COc1ccccc1C(=O)OCCN=C1NS(=O)(=O)c2ccccc21	4%	i	0.5	2.2%	1.6%	5%	6%	-14%	13%	-2.2%
COc1cc2c(cc1OC)CN(C(=S)Nc1ccccc1)CC2	-44%	i	0.6	1.5%	-0.1%	2%	-9%	-39%	4%	5.0%
CCNS(=O)(=O)c1ccc(CCC(=O)NCc2ccccn2)cc1	-8%	i	0.5	-2.6%	-0.2%	8%	0%	-7%[20 µM]	12%	4.6%
CC(C)(C)c1ccc(C(=O)NNC(=O)CCC(=O)Nc2ccccc2)cc1	-73%	+	2.4*	2.0%	-0.1%	0%	-40%	26%	4%	-4.7%
O=C(CSc1nc2ncccc2[nH]1)NCCc1ccccc1	-15%	i	2.3	1.2%	-0.1%	4%	-21%	-38%	2%	2.9%
Nc1nc2ccc(NC(=O)c3ccco3)cc2s1	-10%	?	/	-0.7%	-0.1%	-2%	-24%	-18%	-6%	-3.4%
COc1cc(/C=N/Nc2nc(N3CCCC3)nc(N3CCCC3)n2)ccc1O	-12%	i	13	0.6%	1.0%	-7%	2%	-10%	-10%	4.2%
CC1(C)OC(=O)N(Cc2ccco2)C1(C)O (stereo unspecified)	0%	i	2.4	1.1%	0.3%	0%	6%	-20%	-12%	6.1%
Cc1[nH]c(=O)nc(SCc2cccc(Cl)c2)c1C#N	-115%	i	0.7	13%	-0.1%	5%	9%	-17%	-8%	-1.9%
O=C(Cc1ccc(S(=O)(=O)N2CCOCC2)s1)NCCC(c1ccccc1)c1ccccc1	0%	i	1.1	4.4%	0.2%	3%	10%	-24%	7%	-8.7%
COc1ccc(NS(=O)(=O)c2cccc(C(=O)N/N=C(\C)c3ccc(-n4ccnc4)cc3)c2)cc1	14%	i	0.9	-0.4%	-0.1%	-1%	2%	-24%	-6%	4.5%
Cc1onc(-c2ccccc2)c1NC(=O)N(CCC(=O)O)Cc1ccccc1	-6%	i	0.1	0.5%	-0.2%	-2%	15%	7%	5%	-4.1%
COc1ccc(CCN2CC(C(=O)NCC3(O)CCCCC3)CCC2=O)cc1 (stereo unspecified)	-26%	i	1.0	-0.2%	0.0%	12%	-17%	-19%	-5%	-0.6%
CCOc1nc(C)ccc1-c1noc(-c2ccncc2)n1	-39%	i	0.8	6.3%	-0.3%	-9%	-17%	8%	-3%	-7.9%
COC(=O)CSc1nnc(CCc2nc3ccccc3[nH]2)n1C	-50%	i	1.9	1.0%	-0.1%	2%	-4%	2%	1%	-2.9%
Cc1ccc(C(=O)NC(=S)Nc2ccccc2C(F)(F)F)cc1	-6%	i	0.4	0.1%	-0.3%	16%	-9%	7%	4%	3.4%
COC(=O)c1c(NC(=O)C2C3CCC(O3)C2C(=O)O)sc2c1CCCCCC2 (stereo unspecified)	23%	i	0.5	-1.0%	-0.2%	18%	1%	20%	-3%	-1.8%
CC(C)(C)OC(=O)N1Cc2ccccc2C[C@H]1C(=O)N1CCC[C@H]1C(=O)O	9%	i	0.8	4.3%	-0.1%	17%	-4%	/	4%	-17%
CC1(C)Cc2c(sc3[nH]c(=S)n(Cc4ccccc4)c(=O)c23)CO1	-3%	i	8.3	5.6%	-0.1%	9%	22%	16%	-2%	0.9%
COc1ccc(/C(O)=C2/C(=O)C(=O)N(c3nc(C)c(C)s3)C2c2ccco2)cc1 (stereo unspecified)	-2%	i	1.9	0.9%	0.2%	3%	-4%	-30%	-4%	0.6%
Cc1cc(Oc2ccc(C)c(Cl)c2)nc(SCC(=O)c2ccccc2)n1	8%	i	0.8	0.2%	-0.6%	-4%	4%	11%	12%	4.2%
Cc1cc(N2CCN(C)CC2)nc2ccc(NC(=O)c3ccc4c(c3)OCO4)cc12	-125%	i	0.3	-0.8%	0.2%	13%	-9%	0%	-7%	-3.1%
COCC1CCN(C(=O)c2ccc3oc(CCCc4ccccc4)nc3c2)C1 (stereo unspecified)	-21%	i	0.3	6.6%	0.3%	2%	-9%	0%	-4%	5.3%
CC(C)(C)NC(=O)c1ccc(Cn2cc(C(F)(F)F)ccc2=O)cc1	-20%	i	0.1	-2.5%	0.6%	6%	12%	11%	0%	0.3%
Cn1nnc(NC(=S)NC(=O)c2cccc3ccccc23)n1	-8%	i	1.6	-1.4%	-0.1%	-6%	18%	33%	1%	-5.8%
CCOc1ccc(-n2c(Cc3cc(=O)[nH]c(=O)[nH]3)nnc2SCc2cccnc2)cc1	7%	i	4.6	-0.4%	0.4%	-11%	-4%	17%	0%	-5.2%
CC1=CCC2C(=O)N(c3ccccc3OC(=O)c3ccccc3F)C(=O)C2C1 (stereo unspecified)	-16%	i	0.8	0.1%	-0.2%	-11%	3%	-20%	11%	0.8%
CN1CCN(C(=O)CCN2C(=O)c3ccccc3C2=O)CC1	1%	i	0.5	-0.4%	0.2%	3%	7%	8%[20 µM]	7%	1.4%
CN(C)c1ccc(C2CC(=O)OC3=C2C(=O)CC(C)(C)C3)cc1 (stereo unspecified)	-26%	i	0.5	-0.4%	-1.1%	-3%	2%	-27%	2%	6.3%
CCn1c(=O)c(=O)[nH]c2cc(C(=O)N(C)Cc3ccc(OC)c(F)c3)ccc21	-39%	i	1.7	-1.5%	0.2%	-6%	6%	7%	12%	-0.4%
COc1ccc(CCNC(=O)Cc2c(Cl)cccc2Cl)cc1	3%	i	0.7	-0.6%	0.8%	-3%	13%	1%	2%	-0.3%
CCOC(=O)c1cnc2c(C)c(Cl)ccc2c1N1CCOCC1	15%	i	8.4	0.7%	-0.1%	-3%	-8%	3%	6%	-5.5%
COc1cc(CNn2c(C)n[nH]c2=S)cc(Cl)c1OCC(=O)NC(C)(C)C	45%	i	0.2	0.0%	-0.1%	-2%	21%	-58%[20 µM]	-7%	0.4%
CCNS(=O)(=O)c1ccc(NC(=O)c2cc(C(F)(F)F)nn2C)cc1	24%	i	0.8	-3.1%	-0.1%	24%	12%	-13%	8%	-1.9%
O=C(CSc1nnc2c(n1)[nH]c1ccc(S(=O)(=O)N3CCOCC3)cc12)Nc1ccc(F)c(F)c1	-20%	i	0.7	2.0%	-0.6%	-20%	0%	-12%	8%	1.2%
NS(=O)(=O)c1cc(C2(O)NC(=O)c3ccccc32)ccc1Cl (stereo unspecified)	-30%	i	1.7	-0.2%	-0.1%	17%	20%	-51%	7%	4.4%
CN(C)/C=C(/C(=O)c1ccc(Cl)c(Cl)c1)c1nnnn1-c1ccccc1	0%	i	0.3	-0.8%	-0.1%	-7%	6%	6%	0%	-1.9%
CCOc1cc(/C=N\NC(=O)c2ccc(C)nc2)cc([N+](=O)[O-])c1O	-8%	i	6.7	-2.8%	-0.4%	7%	11%	45%	3%	-6.3%
Cc1ccc(C(=O)CSc2nnc(-c3ccco3)n2Cc2ccccc2)cc1	-26%	i	0.7	2.5%	-0.1%	1%	-18%	11%	9%	4.7%
CCC(=O)Nc1ccc(S(=O)(=O)Nc2ncccn2)cc1	-21%	i	0.5	2.1%	-0.1%	4%	-7%	-34%	17%	2.9%
Nc1nnnn1/N=C/c1ccccc1C(F)(F)F	-9%	i	1.2	0.2%	0.2%	6%	18%	-15%	14%	-0.6%
CCOc1ncccc1C(=O)NCc1ccccc1F	-20%	i	0.5	0.7%	-0.1%	-13%	19%	-18%[20 µM]	-4%	-7.0%

An excerpt; the hit share may differ from the screen's.
